Screening results as filed in PubChem.
FBW7 act – FBW7 E3 ligase activators, primary screen, biochemical, AlphaScreen, human. normalized activity (activation), % at 26.1 µM. 0.13% of 650,000 active. F-box/WD repeat-containing protein 7 (Homo sapiens), Q969H0. AlphaScreen FBW7–phospho-cyclin E peptide binding, activator screen; in the data active means normalized activity above about 1.9%;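 further: purified mutant Fbw7 with reduced substrate affinity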
GPR151 ag – activators of human GPR151, primary screen, cell-based, PathHunter beta-arrestin, luminescence. G-protein coupled receptor 151 (Homo sapiens), Q8TDV0. PathHunter beta-arrestin GPR151 cells. activation, % at 11.2 µM. 1% of 650,000 active; in the data active means activation above about 4.9%;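 further: 0% = median of compound wells and 100% = cells with positive control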
Target sequence (Q8TDV0 whole entry, looked up): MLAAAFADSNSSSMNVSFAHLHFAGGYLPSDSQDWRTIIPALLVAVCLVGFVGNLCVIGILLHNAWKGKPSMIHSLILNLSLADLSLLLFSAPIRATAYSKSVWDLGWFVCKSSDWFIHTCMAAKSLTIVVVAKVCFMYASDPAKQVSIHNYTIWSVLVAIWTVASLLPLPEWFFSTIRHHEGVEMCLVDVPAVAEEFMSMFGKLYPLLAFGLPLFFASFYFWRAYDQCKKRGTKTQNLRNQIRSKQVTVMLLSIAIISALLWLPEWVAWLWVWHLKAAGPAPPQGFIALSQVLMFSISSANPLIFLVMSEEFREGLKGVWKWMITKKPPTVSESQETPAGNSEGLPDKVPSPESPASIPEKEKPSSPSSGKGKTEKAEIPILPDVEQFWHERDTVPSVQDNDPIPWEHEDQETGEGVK
TEAD-YAP inh – TEAD-YAP interaction inhibition, primary screen, TEAD-YAP interaction inhibitor project, luminescence, HEK-TIYL cells. TEAD-Gal4/YAP UAS-luciferase luminescence. inhibition, % at 9.12 µM. 1.4% of 640,000 active; in the data active means inhibition above about 32%;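 further: 0% = median of test compound wells and 100% = reference inhibitor wells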
MITF primary – MITF inhibitors, primary screen, biochemical, AlphaScreen, human. AlphaScreen MITF homodimerization, bead proximity signal. 0.91% of 650,000 active. Microphthalmia-associated transcription factor (Homo sapiens), O75030. inhibition, % at 2.6 µM. AID 1259374, 2018; in the data active means inhibition above about 50%;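 further: 0% = vehicle wells with protein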
Target sequence (O75030 whole entry, looked up): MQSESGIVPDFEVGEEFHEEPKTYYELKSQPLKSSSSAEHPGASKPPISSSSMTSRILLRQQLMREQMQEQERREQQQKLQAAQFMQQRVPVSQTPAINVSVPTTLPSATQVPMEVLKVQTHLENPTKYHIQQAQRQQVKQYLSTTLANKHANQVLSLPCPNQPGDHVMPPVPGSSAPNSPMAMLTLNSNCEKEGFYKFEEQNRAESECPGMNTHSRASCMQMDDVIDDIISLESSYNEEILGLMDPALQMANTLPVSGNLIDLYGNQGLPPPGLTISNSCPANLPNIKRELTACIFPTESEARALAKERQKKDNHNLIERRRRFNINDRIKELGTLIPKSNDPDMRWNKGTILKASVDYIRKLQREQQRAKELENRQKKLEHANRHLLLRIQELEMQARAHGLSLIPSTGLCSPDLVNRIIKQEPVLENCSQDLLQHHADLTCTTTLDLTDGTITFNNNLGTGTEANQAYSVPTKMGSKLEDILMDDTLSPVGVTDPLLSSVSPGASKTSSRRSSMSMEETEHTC
* hit, by the source's call.

The line under a structure holds: FBW7 act	GPR151 ag	TEAD-YAP inh	MITF primary
- CN(C)S(=O)(=O)c1cccc(NC(=O)CN2C(=O)NC(CCc3ccccc3)C2=O)c1 (configuration not stated)
  -0.1	2.6	4.3	-9.2
- COc1cccc(CN(C)C(=O)c2cc3ccc(-c4cn[nH]c4)cc3n2C)c1
  0.4	0.2	-26.5	7.0
- COc1ccc(/C=N/NC(=O)CNC(=O)c2cccc(F)c2)c(OC)c1
  -0.1	0.4	14.8	-5.7
- Cc1ccc(C)c(NC(=O)CSc2nc(=O)n(Cc3cccnc3)c3c2CCCC3)c1
  -0.3	1.5	2.2	6.0
- Cc1cc(/C=C2/SC(=O)N(C)C2=O)c(C)n1-c1ccc(I)cc1
  -0.1	-1.4	-24.8	23.6
- O=C(Nc1ccc(C(=O)N2CCCCC2)cc1)Nc1cccc(Cl)c1
  0.2	-0.3	-52.1	-15.0
- O=C(Nc1cccc(F)c1)c1cc(-c2ccc(Cl)cc2)nc2ccccc12
  -0.1	-1.6	-1.9	-2.1
- CC(C)[C@@H](CO)Nc1ccc2ncc(-c3cccc(N)c3)n2n1
  -0.6	-0.4	16.6	-10.7
- CN1C(=O)c2ccccc2C(C(=O)N2CCN(c3ccccc3F)CC2)C1c1cccs1 (configuration not stated)
  0.5	-1.7	2.5	5.3
- CCOC(=O)CCSc1nc(C)c2cc(C)c(C)cc2n1
  -0.1	-0.2	-10.6	-5.7
- CCN(CC)C(=O)C1CCCN(c2nc(NC3CC3)c3ncn(CCN4CCCC4=O)c3n2)C1 (configuration not stated)
  0.8	-1.0	-4.1	1.3
- CC/C(=N\NC(=O)CCC(=O)Nc1ccc(I)cc1)c1ccccc1
  0.3	-1.3	-5.3	14.8
- CC1(C)O[C@H]2OC(C(=O)NCC(=O)NCC(=O)O)[C@@H]3OC(C)(C)O[C@@H]3[C@H]2O1 (some centres not stated)
  -0.1	0.9	-1.8	-7.9
- CCCCCCC1C(C#N)=C(N)Oc2n[nH]c(-c3ccccc3)c21 (configuration not stated)
  0.1	0.5	5.2	8.3
- COc1ccccc1NC(=O)CCN(C)Cc1ccccc1
  -0.2	-0.8	1.8	-6.6

Brought forward from above: five entries, followed by the next part.
The line under a structure holds: FBW7 act	GPR151 ag	TEAD-YAP inh	MITF primary
- CCN(CC)C(=O)C1CCCN(c2nc(NC3CC3)c3ncn(CCN4CCCC4=O)c3n2)C1 (configuration not stated)
  0.8	-1.0	-4.1	1.3
- CC/C(=N\NC(=O)CCC(=O)Nc1ccc(I)cc1)c1ccccc1
  0.3	-1.3	-5.3	14.8
- CC1(C)O[C@H]2OC(C(=O)NCC(=O)NCC(=O)O)[C@@H]3OC(C)(C)O[C@@H]3[C@H]2O1 (some centres not stated)
  -0.1	0.9	-1.8	-7.9
- CCCCCCC1C(C#N)=C(N)Oc2n[nH]c(-c3ccccc3)c21 (configuration not stated)
  0.1	0.5	5.2	8.3
- COc1ccccc1NC(=O)CCN(C)Cc1ccccc1
  -0.2	-0.8	1.8	-6.6
- CCS(=O)(=O)c1ccc2c(c1)N(Cc1ccc3ccccc3n1)C(=O)C(F)(F)O2
  -0.1	0.3	-0.5	0.8
- COc1ccc2c(oc(=O)c3ccccc32)c1C
  0.1	0.8	1.4	6.8
- COc1ccc([N+](=O)[O-])cc1NC(=O)C(C)N(c1ccc(Cl)cc1)S(C)(=O)=O (configuration not stated)
  0.2	0.7	5.3	4.2
- Cc1nc2ccccc2c(=O)n1-c1cccc(NC(=O)C(C)(C)C)c1
  0.0	0.3	-6.4	7.8
- CCCc1cc(N2CCN(CCc3ccccc3)CC2)n2c(nc3ccccc32)c1C#N
  0.6	-1.1	5.3	17.9
- Cc1ccc2c(c1)N(C(=O)CCC(=O)NCCCN1CCCCC1C)CCO2 (configuration not stated)
  0.7	-1.2	0.2	-0.8
- CCOC(=O)NCCc1c(C)nc2c(c(C)nn2C(C)(C)C)c1C
  0.0	-0.6	-18.8	-1.8
- COc1cccc(C(=O)N=c2sc3cc(F)ccc3n2C)c1OC
  -0.2	6.6*	66.5*	-19.2
- COc1ccccc1NC(=O)Cn1nnc(-c2ccc(SC)cc2)n1
  0.0	-0.4	-2.8	-7.6
- COc1cc(/C=N/NC(=O)c2cc(O)cc(O)c2)c([N+](=O)[O-])cc1OC
  0.1	-0.1	-3.2	-15.8
- O=C1N(Cc2ccc(F)cc2F)CCN1c1ccc2c(c1)OCO2
  -0.2	9.8*	-52.5	11.9
- COc1cccc2cc(C(=O)C3=C(O)C(=O)N(Cc4ccco4)C3c3cccnc3)oc12 (configuration not stated)
  -0.3	5.4*	10.7	-2.3
- O=C(CNC(=O)c1ccc(Cl)cc1)NC1=NCCS1
  0.2	0.5	4.3	-1.2
- C=CCOc1cccc(C(=O)NCC2CCC3(CCN(Cc4ccccc4F)CC3)O2)c1 (configuration not stated)
  -0.1	0.3	0.6	4.0
- COc1cccc(N(CC(=O)Nc2cccnc2)S(C)(=O)=O)c1
  0.5	-0.5	-1.0	4.7

Record cards, as listed above. Values in the order: FBW7 act | GPR151 ag | TEAD-YAP inh | MITF primary
Shown for COc1ccc2c(oc(=O)c3ccccc32)c1C : 0.1 | 0.8 | 1.4 | 6.8
Shown for COc1cccc2cc(C(=O)C3=C(O)C(=O)N(Cc4ccco4)C3c3cccnc3)oc12 (configuration not stated) : -0.3 | 5.4* | 10.7 | -2.3
Shown for CCS(=O)(=O)c1ccc2c(c1)N(Cc1ccc3ccccc3n1)C(=O)C(F)(F)O2 : -0.1 | 0.3 | -0.5 | 0.8
Shown for O=C1N(Cc2ccc(F)cc2F)CCN1c1ccc2c(c1)OCO2 : -0.2 | 9.8* | -52.5 | 11.9

New compounds follow
The line under a structure holds: FBW7 act	GPR151 ag	TEAD-YAP inh	MITF primary
- Cc1c(/C=C/C(=O)c2ccc(Cl)cc2)cc(C#N)n1C
  -0.1	1.3	0.8	4.1
- CCOC(=O)CSc1nnc(-c2ccccc2)c2sc(C)nc12
  -0.1	-0.8	3.4	-9.5
- CCOC(=O)c1sc(NC(=O)c2ccccc2SC)cc1C
  -0.2	-0.3	-59.7	-7.3
- COc1ccc(NC(=O)c2cc3c(CO)cnc(C)c3oc2=Nc2cc(OC)ccc2OC)cc1
  -0.2	1.2	9.5	0.8
- CCOC(=O)c1c(C)oc2ccc(NS(=O)(=O)c3c(C)cc(C)cc3C)cc12
  -0.1	1.6	-1.2	2.3
- CN(C)S(=O)(=O)c1ccc(NC(=O)c2ccccn2)cc1
  0.0	-3.0	-25.1	4.1
- Cc1ccc(F)c(NC(=O)Cn2cc(C=O)c3ccccc32)c1
  -0.1	0.6	18.6	3.3
- Cc1ccccc1OCc1nc(-c2ccc(NC(=O)c3ccc(Br)o3)cc2)no1
  0.0	-1.1	-28.7	-3.3
- COc1cccc(-c2nnc(NC(=O)CSc3ccccc3)o2)c1
  -0.4	9.1*	3.6	1.9
- O=c1c(CN2CCN(Cc3ccccc3)CC2)coc2ccccc12
  -0.1	-1.6	67.0*	42.6
- COC(=O)C1=C(C)N(c2ccc(C)cc2)/C(=C/c2sccc2C)C1=O
  0.2	0.9	-5.8	-2.1
- c1ccc(C2NCCS2)cc1 (configuration not stated)
  -0.1	1.1	2.1	-3.4
- COc1ccc(CC(=O)NC(C)CCc2ccccc2)cc1OC (configuration not stated)
  0.4	1.1	6.7	1.3
- CC(C)c1ccc(N(C(=O)c2csnn2)C(C(=O)NC(C)(C)C)c2cccnc2)cc1 (configuration not stated)
  0.0	-1.1	-3.9	-22.1
- COCCCNC(=O)c1nc(-c2cccnc2)no1
  0.1	-2.9	-2.4	12.2
- FC(F)(F)c1cccc(-c2cnnc(NCCn3ccnc3)n2)c1
  0.0	-0.4	0.2	13.4
- C#CCOc1ccc(/C=C2\C(=O)NC(=O)N(c3ccc(O)cc3)C2=O)cc1OC
  -0.3	0.8	-3.4	-6.2
- CCOc1ccccc1-n1c(COc2ccc(CC)cc2)nnc1SCC(N)=O
  0.1	-0.7	-0.4	3.4
- O=C(NCCn1cc(SCc2cccc(F)c2)c2ccccc21)c1ccc(F)cc1
  0.0	-0.1	-0.9	-0.1
- CCOc1ccc(NC(=O)/C(C#N)=C/c2c[nH]c3ccccc23)cc1
  -0.1	4.8	-14.6	3.8
- CCN1CCN(C(c2nnnn2C2CCCCC2)C(C)C)CC1 (configuration not stated)
  0.2	0.3	1.6	12.0
- O=C(NCCC1=CCCCC1)c1ccc2c(c1)ncn2-c1cccc(Cl)c1
  0.1	-1.1	-23.6	-0.4
- Cc1cc(C)n2nc(C(=O)OCC(=O)Nc3ccccc3Oc3ccccc3)nc2n1
  -0.1	2.6	-0.2	4.4
- CCOCCCNC(=O)C1CCC(=O)N1CCc1ccccc1 (configuration not stated)
  0.6	-0.4	-7.0	-2.3
- CCOc1ccccc1NC(=O)c1c(NC(=O)c2ccccc2Cl)sc2c1CCCC2
  0.2	-0.9	-1.6	-6.5
- C=CCNS(=O)(=O)c1cc(C(=O)Nc2ccccc2C(F)(F)F)ccc1F
  -0.2	-2.0	-7.9	2.2
- Cc1cccc(-c2nc3cc(NC(=O)c4ccc([N+](=O)[O-])o4)ccc3o2)c1
  -0.2	-1.1	-6.9	-9.1
- N=c1c2c(-c3ccccc3)c(-c3ccccc3)oc2ncn1CCCO
  -0.8	-0.4	-25.1	5.2
- COC(=O)c1ccc2c(=O)n(CCC3=CCCCC3)c(SCc3ccc(C)cc3)nc2c1
  -0.3	-0.4	-6.1	6.8
- CC(=O)Oc1ccc(C(=O)O/N=C(\N)c2ccccn2)cc1
  0.0	-7.6	50.3*	-6.8
- CCOc1cc(CO)c(Br)cc1OCc1ccc([N+](=O)[O-])cc1
  0.8	0.7	4.1	0.2
- COc1ccc(S(=O)(=O)N(C)C2(C)CCS(=O)(=O)C2)cc1C (configuration not stated)
  -0.2	4.9	2.3	5.2
- Cc1ccc(Nc2ncc(-c3ccccc3CN(C)C)n3ccnc23)cc1
  -0.5	0.3	2.9	0.0
- CCOCCn1cnc2sc(C(=O)NCc3ccc(F)cc3)c(C)c2c1=O
  0.1	0.5	-8.5	12.1
- Cc1ccc(C)c(OCc2nc(=S)[nH][nH]2)c1
  -0.2	-1.1	6.7	-9.8
- O=C(c1ccc(-n2c(=S)[nH]c3ccccc3c2=O)cc1)N1CCC2(CC1)OCCO2
  0.0	1.6	-7.3	-1.5
- Cc1cccc(NC(=O)C2CCCN2/C=C/C(=O)C(F)(F)F)c1 (configuration not stated)
  0.3	1.1	-0.1	-5.4
- CCC(C(=O)NCCOC)n1nc(C)n2c(cc3occc32)c1=O (configuration not stated)
  -0.1	-0.9	10.4	9.1
- O=C(OCCn1c2ccccc2c2nc3ccccc3nc21)c1cccnc1
  0.1	-0.2	0.2	-7.8
- CC(=O)Nc1ccc(C(=O)OCC(=O)c2ccc(Cl)c([N+](=O)[O-])c2)cc1
  0.1	0.4	0.8	18.5
- O=C1c2ccccc2-c2cc(Cl)nc3ccc(Nc4ccccc4)c1c23
  0.0	0.9	-9.1	-5.8
- Cc1occc1C(=O)Nc1cnn(Cc2ccc(Cl)cc2)c1
  -0.1	0.3	-11.2	7.8
- CC(C)CCn1c(=O)c2c(nc3n2CCCN3c2ccc(Br)cc2)n(C)c1=O
  0.8	-0.4	-0.6	15.7
- CC(CNC(=O)c1ncoc1-c1cccs1)c1ccccc1 (configuration not stated)
  -0.2	-0.3	-10.2	4.2
- CC(C)(C)CC(=O)OCC(=O)Nc1cccc(F)c1
  0.8	0.6	-14.1	11.8
- CC(=O)N1CCN(C(=S)c2ccc(O)cc2)CC1
  -0.1	-0.9	-6.6	-8.2
- O=C1CC(c2ccccc2Cl)C2=C(CCCC2=O)N1 (configuration not stated)
  -0.1	-1.2	7.0	3.5
- O=C1CCCN1CCCNc1nc(NC2CCN(Cc3ccccc3)CC2)nc2c1ncn2C1CCCCC1
  -0.2	-1.3	-1.8	2.3
- Cc1ccc(C)c(-c2nc3ccc(N)cc3[nH]2)c1
  -0.1	-3.8	-5.3	17.3
- NC(=O)NC(=O)COC(=O)[C@H](Cc1ccccc1)NC(=O)c1cccs1
  0.0	0.5	1.2	-2.9
- CCCCC(=O)NNC(=O)c1cccc(OC)c1
  -0.1	-1.4	-2.5	0.0
- COc1ccc(C2CC(C(=O)N3CC4(C)CC3CC(C)(C)C4)N(C)S(=O)(=O)N2)cc1 (configuration not stated)
  -0.1	1.1	1.4	4.2
- COc1ccc(/C=C(/C(=O)c2ccccc2)N2C=CC=CC2=C(C#N)C#N)cc1OC
  -0.2	-1.9	-9.1	7.9
- O=C(CCN1CCC(c2ccccc2)C1)c1ccc2ccccc2c1 (configuration not stated)
  -0.3	1.0	1.6	-5.3
- Cc1cccc(OCC(=O)NN=C2CCCCC2)c1
  0.1	0.8	4.1	10.6
- CC1CCCCC1NC(=O)CN(C)S(=O)(=O)c1ccc2c(c1)C(C)(C)C(=O)N2C (configuration not stated)
  -0.4	-0.1	6.6	-3.0
- Cc1ccc(C)c(N2CCN(C(=O)C(C)n3nc(C)n4c(cc5occc54)c3=O)CC2)c1 (configuration not stated)
  -0.2	-0.6	10.6	-14.4
- CCOC(=O)CSC1=C(C#N)C(c2ccc(C)cc2)C2=C(CCCC2=O)N1 (configuration not stated)
  0.2	-0.1	0.3	15.7
- CN(C)c1ccc(/C=C(\C#N)C(=O)Nc2ccc(F)cc2)cc1
  0.2	0.8	-57.9	-2.0

Outcome played no part in choosing rows; any-hit rate near 3.4%.
